# Screening data deposited in PubChem BioAssay by several laboratories.
# DNA FID counter: compounds displacing fluorescent DNA intercalator, primary screen, artefact control for HCV NS3 helicase inhibitor project, biochemical, FID fluorescence. DNA fluorescent intercalator displacement. inhibition, % at 7.9 µM. 0.17% of 290,000 active. AID 1845, 2009; in the data active = inhibition above about 37%;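 also: 0% = vehicle and 100% = reference compound; higher means more ethidium bromide displaced from hairpin DNA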
# MEKK2 mut-MEK5: MEK5 binding signal on mutant MEKK2 PB1, primary screen, biochemical, multiplex bead flow cytometry, Alexa488-MEK5. Alexa488-MEK5 binding to MEKK2 mutant. percent response, % at 10 µM. 0.35% of 290,000 active. AID 1530, 2009; in the data active = percent response above about 24%, passing the limit was not always enough; also: inactives centre near 1; some results filed as inactive read as strong as hits
# NALP1 yeast inh: NALP1 inflammasome inhibitors in reconstituted yeast, colorimetric, S. cerevisiae, triplicate retest | S. cerevisiae NALP1/ASC/caspase-1 growth, X-gal OD620, 72 h | inhibition, % at 10 µM | 0.61% of 280,000 active; in the data active = inhibition mostly above about 24%, no sharp cut-off; inactive = mostly below about 32%; also: some compounds called inactive have numbers as strong as hits
# IMP-1 inh: IMP-1 metallo-beta-lactamase inhibitors, primary screen, biochemical, epi-absorbance readout, Pseudomonas aeruginosa enzyme | inhibition, % at 5.6 µM | 0.45% of 290,000 active | purified IMP-1, nitrocefin hydrolysis, epi-absorbance fluorescence | AID 1556, 2009;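 active = inhibition above the mean plus 3 SD of all compounds in the same screening run, cut at about 4.5% in these data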;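 also: 0% = IMP-1 with DMSO and 100% = DMSO wells lacking enzyme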
#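 System: Purified IMP-1 | Read-out basis: Percent enzyme inhibition | Controls: IMP-1 with DMSO as 0%, enzyme-free DMSO as 100% | Replicates: One well per compound | Doses: 5.6 µM nominal single concentration | Detection: Epi-absorbance fluorescence, 480 nm excitation, 530 nm emission | Incubation: 25 °C, 15 min preincubation, 25 min reaction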
# M18AAP inhibitor: PfM18AAP inhibitors, malaria aminopeptidase, primary screen, biochemical, QFRET, recombinant enzyme; H-Glu-NHMec fluorogenic cleavage; inhibition, % at 7.35 µM; 1.2% of 290,000 active; AID 1822, 2009;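 active = inhibition above the campaign mean inhibition over all tested compounds plus 3 SD, cut at about 28% in these data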;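 also: 0% = plate median of test compound wells and 100% = 2 mM ZnCl2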
# SUMO HTRF inh: inhibitors of in vitro SUMOylation cascade, primary screen, biochemical, HTRF, uHTS. HTRF SUMOylation assay, SAE1/SAE2 + UBC9. inhibition, % at 35 µM. 0.36% of 290,000 active. AID 2006, 2009; in the data active = inhibition above about 50%, passing the limit was not always enough; also: strong numbers were not always called active
# Target sequence (P63279 whole entry, looked up): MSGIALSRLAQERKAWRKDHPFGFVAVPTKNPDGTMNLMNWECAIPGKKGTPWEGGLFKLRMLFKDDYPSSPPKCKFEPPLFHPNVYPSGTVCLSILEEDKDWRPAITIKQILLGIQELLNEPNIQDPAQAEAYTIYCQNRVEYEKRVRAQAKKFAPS
# MEKK2 WT-MEK5: modulators of MEK5 binding to wildtype MEKK2, primary screen, biochemical, multiplex bead flow cytometry, Alexa488-MEK5. 1.1% of 290,000 active. Alexa488-MEK5 binding to MEKK2 WT; actives lie on both sides. binding response (% of control), % at 10 µM. Mitogen-activated protein kinase kinase kinase 2 (Homo sapiens), Q9Y2U5; in the data active = binding response below about 67% or above about 130%
# VIM-2 inh: VIM-2 metallo-beta-lactamase inhibitors, primary screen, biochemical, epi-absorbance readout, Pseudomonas aeruginosa enzyme. purified VIM-2, nitrocefin hydrolysis, epi-absorbance fluorescence. inhibition, % at 5.6 µM. 0.89% of 290,000 active;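 active = inhibition above the mean of all tested compounds plus 3 SD, cutoff set per screening run, cut at about 7.5% in these data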;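 also: red hydrolysis product quenches plate fluorescence so inhibitors raise well fluorescence; 0% = enzyme with DMSO and 100% = DMSO without enzyme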
# HCV NS3 hel inh: inhibitors of HCV NS3 helicase, primary screen, biochemical, Cy5 molecular beacon fluorescence; NS3 helicase DNA unwinding; inhibition, % at 10.9 µM; 0.56% of 290,000 active; AID 1800, 2009;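 active = inhibition above the mean of all tested compounds plus 3 SD, set per campaign, cut at about 35% in these data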;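 also: 0% = DMSO wells and 100% = thioflavine S control wells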
#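 Assay system – hepatitis C virus NS3 helicase domain fragment enzyme · Buffer or medium – MOPS pH 6.5, MgCl2, DTT, Tween20, BSA · Reagent – Cy5/quencher beacon DNA duplex and ATP to start · Compound – single 10.9 µM dose · Timing – 1 h at 25 °C · Technique – Cy5 beacon fluorescence read at start and 1 h · Measure – % inhibition of unwinding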
# The depositor's hits bear a star; · = no result given.
SMILES,DNA FID counter,MEKK2 mut-MEK5,NALP1 yeast inh,IMP-1 inh,M18AAP inhibitor,SUMO HTRF inh,MEKK2 WT-MEK5,VIM-2 inh,HCV NS3 hel inh
Cc1ccccc1S(=O)(=O)Cc1ccc(C(=O)N2CCN(c3ccc(F)cc3)CC2)o1,-33,2,4,-4.2,0,16,105,-3.0,-10
COc1ccc(-c2csc(CCn3nc(C)cc3C)n2)cc1,-25,-1,6,-1.4,-4,-7,92,-2.4,-14
O=Cc1cn(CC(O)CN2CCCCC2)c2ccccc12 (stereo not drawn),1,-10,11,1.3,-1,5,101,-5.6,-6
O=C(CNC(=O)c1cccc(F)c1)N/N=C/c1cc(Br)ccc1OCc1ccccc1,-4,-2,22,-1.9,-2,9,100,0.0,-4
O=C(c1ncc[nH]1)c1ccccc1C(=O)N1CCOCC1,0,1,11,-2.6,-3,21,101,-3.5,7
Nc1ccc(S(=O)(=O)Nc2nccc(/C=C/c3ccccc3F)n2)cc1,12,0,10,-4.4,-1,22,116,-3.5,0
CCOC(=O)c1sc(NS(=O)(=O)c2ccc(NC(C)=O)cc2)nc1C,-5,-1,5,-2.2,-2,22,102,-0.8,-6
O=[N+]([O-])c1cccc(NC(=S)Nc2nc(-c3ccccc3Cl)cs2)c1,9,5,19,-1.5,6,13,101,-6.3,20
CN(C)/C=C1\NC(=S)N(c2ccc(Cl)cc2)C1=O,-3,-2,-2,-2.4,67*,11,94,-3.4,6
CC(C)Cn1c(C23CC4CC(CC(C4)C2)C3)n[nH]c1=S,-38,9,-49,-2.6,15,-10,100,-0.9,19
CCCC(O)(c1ccc(Cl)cc1)C(CN1CCOCC1)c1ccc(Cl)cc1 (stereo not drawn),-16,4,20,-1.0,2,-20,102,-3.5,-26
COC(=O)c1cc2c(cc1Cl)SC(=NCCCN1CCOCC1)NS2(=O)=O,13,·,15,3.8,-4,27,·,2.5,-9
Cc1cc(C(=O)Nc2ccccc2C(=O)N2CCCCC2)ccc1[N+](=O)[O-],-12,4,4,-1.4,-8,-2,105,-2.3,6
O=C(O)CC(Cc1ccccc1)(C(=O)O)c1ccccc1 (stereo not drawn),3,2,0,-3.4,2,0,105,1.9,-10
COc1ccc(-c2oc3ncnc(NCCCN4CCOCC4)c3c2-c2ccc(OC)cc2)cc1,7,10,36,1.9,-7,-1,138*,1.2,-85
Nc1ccc(N2CCOCC2)c2nonc12,9,-41,0,-2.0,17,99*,102,-2.9,5
COCCn1c(-c2ccc(C#N)cc2)nc2c1c(=O)[nH]c(=O)n2Cc1ccccc1,-7,·,-41,-2.6,4,20,·,-4.0,-5
COc1ccc(C(=O)NCCc2nnc3ccc(SCC(=O)N4CCOCC4)nn23)cc1,-14,-2,20,1.9,-4,3,97,1.7,13
CCC(C)NS(=O)(=O)c1ccc(NC(=O)C2CCCO2)cc1 (stereo not drawn),-4,-8,-6,-2.7,4,10,95,-6.2,-4
CN(C)CCCNCCCNC(=O)/C=N/O,6,-5,11,4.6*,-1,3,91,-1.3,15
O=C(Nc1cccc2ccccc12)N1CCN(c2ncccn2)CC1,-1,-11,19,-2.9,5,46,89,-1.6,-1
COc1cccc(C2=NOC(C(=O)Nc3cccc(C(C)=O)c3)C2)c1OC (stereo not drawn),-18,3,4,0.8,-2,5,105,-0.9,-2
O=C(NCCCN1CCCCCC1)C1CC(=O)N(CCc2ccccc2)C1 (stereo not drawn),11,25*,24,-9.6,-1,-14,147*,-2.5,-9
COc1ccc(C(=O)Nc2ccc(S(=O)(=O)Nc3onc(C)c3C)cc2)cc1OC,-23,-4,-7,-3.3,1,2,107,-2.5,1
CCn1c(CNC(=O)c2ccco2)nnc1SCC(=O)c1ccccc1,-2,-15,-10,-2.1,-4,-8,83,-5.9,2
Cc1ccccc1S(=O)Cc1ccc(C(=O)N2CCN(C(=O)c3ccco3)CC2)o1 (stereo not drawn),-25,4,-20,-0.9,1,0,101,-1.7,6
CC(=O)Nc1ccc(NC(=O)COc2ccc3c(c2)CCC3)cc1,-16,3,7,-3.6,-5,21,107,-0.3,-15
COc1ccc(CCNC(=O)C(C)c2ccc([N+](=O)[O-])cc2)cc1 (stereo not drawn),0,-1,4,-2.5,0,17,96,-2.1,-2
O=c1cc(C(Cl)(Cl)Cl)oc2c1ccc1ccccc12,0,-3,3,-1.4,1,9,100,-1.8,1
CCOC(=O)c1cc(C#N)c(N2CCOCC2)nc1-c1ccccc1,-4,-5,5,-2.5,-7,17,85,-3.3,2
OCC(CO)(CO)NC(=S)Nc1cc(Cl)cc(Cl)c1,1,3,·,0.2,-1,10,108,-1.8,-1
COc1cccc(C(=O)NNC(=O)C(=O)Nc2ccc(C)c(Cl)c2)c1,-10,-1,-5,-2.5,5,7,101,-4.1,4
COc1ccc(C(O)c2nc3ccccc3s2)cc1 (stereo not drawn),2,7,-1,-1.2,-5,9,97,-1.9,-8
CCCCNC(=O)CNC(=S)N(Cc1cc(OC)c(OC)c(OC)c1)C1CCCC1,-20,0,27,-1.9,-9,13,103,-4.5,-12
C/C(=N\Nc1ccc([N+](=O)[O-])cc1)c1ccc2c(c1)OCO2,10,-4,11,-0.5,-8,4,94,-1.4,-3
O=C(Nc1ccc(F)cc1)Nc1nnc(COc2ccccc2F)s1,2,-10,-12,-1.7,-8,28,81,-1.2,4
c1ccc(OCCOCCN2CCN(C(c3ccccc3)c3ccccc3)CC2)cc1,10,3,25,-1.2,3,-17,110,-1.4,-71
Nc1nc(CSC(=S)N2CCCCC2)nc(Nc2ccccc2)n1,-13,-4,7,-0.4,2,2,91,-1.4,4
COc1ccc(OC)c(C(=O)NC(CC(N)=O)c2ccc(NCc3ccccn3)c([N+](=O)[O-])c2)c1 (stereo not drawn),-24,2,11,-3.6,10,12,96,-2.1,21
c1ccc(-c2csc(-c3ccncc3)n2)cc1,-3,-3,7,-2.2,-5,31,100,-0.6,2
CC(C)(C)NC(=O)CN(C(=O)Cn1nnc(-c2ccc(Cl)cc2)n1)C1CCN(Cc2ccccc2)CC1,2,4,6,-3.2,2,13,112,-2.8,-19
CCc1nn2c(=O)cc(CSc3nc4sc5c(c4c(=O)n3C)CCCC5)nc2s1,0,·,·,-3.0,7,·,·,-0.2,4
O=C(CSc1nnc2n1CCCN2)c1ccc(Cl)cc1,-2,-2,13,-2.6,-14,-6,95,-2.8,-2
C=CCNC(NC(=O)c1ccccc1)(C(=O)OCC)C(F)(F)F (stereo not drawn),2,-3,-5,-1.3,-9,11,95,-4.0,3
CCN(C(=O)Cc1ccc(NC2=NC3CS(=O)(=O)CC3S2)cc1)c1ccccc1 (stereo not drawn),-31,5,4,-1.6,9,0,109,-1.9,-1

# Part of the list above, bar-delimited.
mol | DNA FID counter | MEKK2 mut-MEK5 | NALP1 yeast inh | IMP-1 inh | M18AAP inhibitor | SUMO HTRF inh | MEKK2 WT-MEK5 | VIM-2 inh | HCV NS3 hel inh
C/C(=N\Nc1ccc([N+](=O)[O-])cc1)c1ccc2c(c1)OCO2 | 10 | -4 | 11 | -0.5 | -8 | 4 | 94 | -1.4 | -3
O=C(Nc1ccc(F)cc1)Nc1nnc(COc2ccccc2F)s1 | 2 | -10 | -12 | -1.7 | -8 | 28 | 81 | -1.2 | 4
c1ccc(OCCOCCN2CCN(C(c3ccccc3)c3ccccc3)CC2)cc1 | 10 | 3 | 25 | -1.2 | 3 | -17 | 110 | -1.4 | -71
Nc1nc(CSC(=S)N2CCCCC2)nc(Nc2ccccc2)n1 | -13 | -4 | 7 | -0.4 | 2 | 2 | 91 | -1.4 | 4

# Later entries
SMILES,DNA FID counter,MEKK2 mut-MEK5,NALP1 yeast inh,IMP-1 inh,M18AAP inhibitor,SUMO HTRF inh,MEKK2 WT-MEK5,VIM-2 inh,HCV NS3 hel inh
O=C(CCNC(=O)c1ccco1)Nc1ccc(OC(F)F)cc1,-3,3,-2,-2.1,0,8,105,-1.3,-1
C=C(C)c1ccc(C(C)(C)NC(=O)NCc2ccco2)cc1,-11,0,9,-1.1,-8,6,107,-4.0,9
CC(=O)c1sc(NC(=O)COc2ccc(Cl)cc2C)nc1C,0,1,-14,-4.9,-4,-10,100,-2.7,11
CN1CCN(c2ccc(NC(=O)CSc3nnnn3-c3ccccc3F)cc2)CC1,27,-1,26,-0.7,-1,2,103,3.7,-17
Cc1nn(C)c2ncc(C(=O)c3cc(F)ccc3O)cc12,-7,4,0,-3.2,-1,4,100,-0.5,-9
Cc1ccccc1CNC(=O)c1ccc(Cl)c([N+](=O)[O-])c1,5,-3,29,0.8,-4,-30,96,-3.5,-6
COCCn1nnnc1SCC(=O)N1CCCCC1,1,8,10,-1.2,8,14,121,1.7,-1
Clc1ccc(CNC2CCCC2)c(Cl)c1,-1,0,-2,-2.0,11,17,91,-2.6,-2
COc1ccc(NC(=O)CSc2nnc3ccc(-c4ccncc4)nn23)cc1OC,-6,-24,2,-0.1,-5,1,79,-1.6,-11
COc1ccc(C2C(C(C)=O)=C(O)C(=O)N2c2ccc(Br)cc2)cc1 (stereo not drawn),-39,3,14,-1.5,5,9,105,-0.2,34
COc1ccccc1-c1cc(C(F)(F)F)nc(S(=O)(=O)CCCC(=O)Nc2cccnc2Cl)n1,-44,-13,-7,-1.8,-7,5,84,-0.4,10
O=C(NCc1ccc2c(c1)OCO2)c1cc2ccccc2oc1=O,2,7,28,-1.2,0,-2,103,-2.0,7
Cc1ccccc1OCC(=O)N/N=C/c1cccn1C,-4,5,-15,-3.7,-5,-12,108,-2.7,9
CCC(=O)Nc1nnc(S(=O)(=O)N2CCCC2)s1,-6,-1,0,0.0,-4,6,99,-1.1,-17
Cc1ccnc(N2C3CCC2CC(O)(c2ccccc2)C3)n1 (stereo not drawn),0,-34,-7,-2.4,-13,0,91,-2.1,0
O=C1CN(C(=O)COC(=O)c2ccc(N3CCCCCC3)c([N+](=O)[O-])c2)c2ccccc2N1,-21,41,33,-2.7,0,-2,111,-3.5,-2
CCCCSc1cc(=O)n(-c2ccccc2)nc1C(=O)OCC,0,6,6,-3.1,5,-1,99,-3.3,7
CCCC(=O)NC(=S)Nc1ccc(CN2CCOCC2)cc1,1,-5,-9,-4.3,-7,20,94,2.0,5
CC(=O)N/C(=C\c1ccc(Br)s1)C(=O)O,0,-2,-4,-1.0,-20,19,97,-0.5,-10
O=C(Nc1cccc(Cl)c1)OCc1cn(-c2ccc(Cl)cc2)nn1,-4,·,2,-1.3,0,-1,·,-4.1,-5
Cc1cc2c(n1-c1ccc(C(N)=O)cc1)CC(C)(C)CC2=O,-3,4,-1,-4.2,0,15,99,-3.6,3
